BLM helicase inh = qHTS Assay for Inhibitors of Bloom's syndrome helicase (BLM); Potency, µM (titrated, usually from 56.1 µM), for inactives: top-dose activity change, negative = inhibition, most hits filed as inhibitors; recombinant BLM DNA unwinding, fluorescence dequenching; actives 0.2% (n = 350,000); RecQ-like DNA helicase BLM (Homo sapiens), P54132;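 note: plate controls were vehicle for no effect and no enzyme for full effect; nearly all actives have a fitted effect of over 35% in size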
G9a inh = qHTS Assay for Inhibitors of Histone Lysine Methyltransferase G9a | Potency, µM (top dose mostly 102 µM), inactives show at the highest dose activity, negative = inhibition, most hits filed as inhibitors | AID 504332, 2011 | G9a H3K9 monomethylation, AlphaScreen, 2 h | actives 8.8% (n = 350,000); note: % is set by controls: 0 for no effect and ±100 for the full control effect; nearly all actives have a fitted effect of over 75% in size
Target sequence (Q96KQ7 913-1193 limits assumed): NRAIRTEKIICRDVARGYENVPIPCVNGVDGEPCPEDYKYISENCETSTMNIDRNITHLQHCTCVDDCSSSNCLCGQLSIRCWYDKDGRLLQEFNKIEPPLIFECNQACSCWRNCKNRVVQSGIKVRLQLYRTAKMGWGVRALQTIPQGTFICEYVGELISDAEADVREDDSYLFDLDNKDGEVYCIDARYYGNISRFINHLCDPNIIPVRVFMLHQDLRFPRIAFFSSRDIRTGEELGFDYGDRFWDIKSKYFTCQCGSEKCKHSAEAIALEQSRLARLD
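Signal arises when biotinylated H3K9 peptide, once monomethylated, bridges streptavidin donor and antibody-captured acceptor beads. Enzyme at 20 nM was preincubated 15 min with test compounds; peptide 500 nM and SAM 20 uM then reacted for 2 h.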
POLH inh = qHTS for Inhibitors of Polymerase Eta; DNA polymerase eta (Homo sapiens), Q9Y253; recombinant Pol eta, fluorescent DNA replication assay; Potency, µM (highest dose often 114 µM), without a hit: at the highest dose activity change, negative = inhibition, usual class: inhibitors; actives 1.2% (n = 390,000); AID 588591, 2011; note: % is set by controls: 0 for no effect and ±100 for the full control effect
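Fluorescent replication assay: 50 nM final substrate added after a 15 min room-temperature compound preincubation with 10 nM enzyme. Signal taken at 0 min and again at 10 min.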
APE1 inh = qHTS Assay for Inhibitors of the Human Apurinic/apyrimidinic Endonuclease 1 (APE1). Potency, µM (doses to about 65.8 µM), for the others: at the top dose activity change, negative = inhibition, actives largely listed as inhibitors. actives 0.35% (n = 350,000). recombinant APE1, TAMRA/BHQ-2 abasic DNA cleavage fluorescence;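 note: plate controls were vehicle for no effect and reference inhibitor for full effect; nearly all actives have a fitted effect of over 55% in size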
Target sequence (P27695 whole entry, looked up): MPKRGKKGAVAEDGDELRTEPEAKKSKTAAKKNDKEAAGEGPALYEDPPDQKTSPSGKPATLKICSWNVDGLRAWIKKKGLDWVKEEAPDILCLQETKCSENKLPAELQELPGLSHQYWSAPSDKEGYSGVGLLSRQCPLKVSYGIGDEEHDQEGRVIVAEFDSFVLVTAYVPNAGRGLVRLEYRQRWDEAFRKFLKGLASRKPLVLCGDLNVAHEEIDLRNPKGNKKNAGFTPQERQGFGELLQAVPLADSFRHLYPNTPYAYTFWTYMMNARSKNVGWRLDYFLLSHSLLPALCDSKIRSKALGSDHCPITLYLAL
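APE1 at 0.75 nM preincubated 15 min at room temperature with compound. Reaction then started with 50 nM double-stranded THF-abasic substrate labelled with TAMRA/BHQ-2, and 525/598 nm fluorescence read kinetically. Activity taken as third-minus-first read difference, normalized to DMSO and NSC13755 controls.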
BAZ2B block = qHTS Assay for Inhibitors of BAZ2B. Bromodomain adjacent to zinc finger domain protein 2B (Homo sapiens), Q9UIF8. actives 4.4% (n = 360,000). AID 504333, 2011. AlphaScreen BAZ2B-H3K14Ac peptide displacement. Potency, µM (top dose mostly 114 µM), without a hit: top-dose activity change, negative = inhibition, usual class: inhibitors; note: % is set by controls: 0 for no effect and ±100 for the full control effect; nearly all actives have a fitted effect of over 60% in size
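Multi-concentration screen (max 110 uM) measuring displacement of acetylated histone H3 peptide from BAZ2B by AlphaScreen, using 50 nM protein, 50 nM peptide and 10 ug/mL streptavidin donor plus Ni-chelate acceptor beads.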
JMJD2A Tudor = qHTS Assay for Inhibitors of JMJD2A-Tudor Domain; AlphaScreen JMJD2A-Tudor / H3K4me3 peptide binding; Potency, µM (highest dose often 114 µM), for inactives: at the top dose activity change, negative = inhibition, usual class: inhibitors; actives 4.4% (n = 390,000); note: % is set by controls: 0 for no effect and ±100 for the full control effect; nearly all actives have a fitted effect of over 50% in size
Pol iota inh = qHTS for Inhibitors of Polymerase Iota; DNA polymerase iota (Homo sapiens), Q9UNA4; AID 588590, 2011; Pol iota fluorescent replication assay, 10 min; actives 1% (n = 390,000); Potency, µM (doses to about 115 µM), without a hit: at the top dose activity, negative = inhibition, actives largely listed as inhibitors
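Pol iota at 10 nM preincubated 15 min with compounds at room temperature; reaction started with fluorescent substrate, 50 nM final. Fluorescence read kinetically at 0 and 10 min; buffer-only wells as negative control.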
Pol kappa inh = qHTS for Inhibitors of Polymerase Kappa. purified Pol kappa, fluorescent DNA synthesis assay, 10 min. actives 0.53% (n = 400,000). Potency, µM (series often up to 107 µM), for the others: at the top dose activity, negative = inhibition, most hits filed as inhibitors; note: % is set by controls: 0 for no effect and ±100 for the full control effect
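Enzyme at 10 nM met test compounds for 15 min at room temperature. Substrate addition (50 nM final) began the reaction, which was monitored by fluorescence at 0 and 10 min.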
Pol beta inh = qHTS Assay for Inhibitors of DNA Polymerase Beta. actives 1.3% (n = 340,000). Potency, µM (series often up to 114 µM), for inactives: top-dose activity change, negative = inhibition, actives largely listed as inhibitors. P06746. Pol beta primer extension/strand displacement, fluorescence kinetic; note: % is set by controls: 0 for no effect and ±100 for the full control effect
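Homogeneous kinetic assay of primer extension and strand displacement by 10 nM Pol beta, preincubated 15 min at room temperature with compound before 50 nM substrate (final) was added. Read at 0 and 10 min; four-parameter Hill fit.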
Starred values were filed as active, the others as inactive; ? = inconclusive; · = not tested or not shown; & = joins results of further samples; [ ] = remark or other dose. Calls come from the whole dose curve; as a rule, active = well fitted curve in the direction sought with a large enough effect; inconclusive = small, poorly fitted or top-dose-only effect, or another doubt; inactive = no such curve, though single readings can be large; an effect the other way counts as inactive or inconclusive. Potency is the fitted concentration of half-maximal effect. These rows are one share of the data, so the mix of outcomes need not match the whole.

Results follow in this order: APE1 inh	G9a inh	JMJD2A Tudor	BAZ2B block	BLM helicase inh	Pol kappa inh	POLH inh	Pol iota inh	Pol beta inh
Cn1nc(C(F)(F)F)c(-c2cccc(C(F)(F)F)c2)c1NC(=O)c1cccnc1
    ?	·	-17%	0%	-5%	0%	-8%	-15%	14%
Cc1cc2c(cc1C)NC(CC(=O)NCc1ccccc1)C(=O)N2 (stereo not given)
    -1%	3.2µM*	-24%	7%	0%	-4%	-19%	21%	?
COc1ccc(N2CCN(CNC(=O)c3ccccc3)CC2)cc1
    -16%	·	-16%	0%	-4%	6%	-5%	18%	?
Cc1cccc(C)c1NC(=O)CCCn1c(=O)c2cccn2c2ccccc21
    ·	-30%[59 µM]	-18%	-20%	-6%	-7%	-6%	25%	-13%
CCOc1ccc(S(=O)(=O)Nc2ccc(C(=O)NCC(C)(C)N3CCOCC3)cc2)cc1
    17%	-17%	-13%	8%	·	-4%	-7%	-8%	·
COc1ccc(NC(=O)C2Cc3ccccc3O/C2=N\O)cc1 (stereo not given)
    63%[activator]	14%	-3%	-19%	0%	-8%	-18%	31%[activator]	-8%
CC(C)n1cc(CN2CCN(CCc3ccccc3)C(CCO)C2)cn1 (stereo not given)
    4%	9%	-16%	1%	-1%	-9%	-11%	36%[activator]	12%
COc1ccc(NC(=O)CSc2nnc(C)n2N)cc1S(=O)(=O)N1CCCCC1
    20%	-8%[2.33 µM]	0%	3%	·	2%	-10%	-19%	·
O=C(NCC(=O)N(c1ccc(F)cc1)C(C(=O)NC1CCCC1)c1ccncc1)c1ccco1 (stereo not given)
    19%	-1%	-5%	1%	0%	5%	-6%	29%	22%
Cc1ccc(C2CC(=O)Oc3ccc(C(C)(C)C)cc32)cc1 (stereo not given)
    2%	78%[activator]	·	·	-12%[75.6 µM]	-20%	·	·	·
O=C(O)/C=C/c1cnc2ccccc2n1
    4%	?	-6%	-17%	-2%	-9%	-14%	24%	-5%
CCC(C)C(NC(N)=O)C(=O)Nc1ccc(S(=O)(=O)Nc2ccc(OC)cc2)cc1 (stereo not given)
    -5%	-1%	-1%	0%	-2%	-5%	-17%	45%[activator]	-14%
CCCC(C)NS(=O)(=O)c1ccc(OC)c(C)c1 (stereo not given)
    4%	23%	8%	13%	0%	-9%	6%	15%	-1%
CCOC(=O)C(Sc1ncnc2c1sc1nc(N3CCOCC3)c3c(c12)CCCC3)c1ccccc1 (stereo not given)
    -1%	-19%	·	4%	-1%	·	·	·	16%
Cc1cccc(CNC(=O)CC2C(=O)NCCN2C2CCCC2)c1 (stereo not given)
    44%	9%	-6%	-15%	-5%	-2%	-19%	64%[activator]	-1%
COc1ccccc1CCNC(=O)C1CCN(c2nnc(C)c3c(C)n(-c4ccc(C)cc4)nc23)CC1
    0%	7%[59 µM]	-9%&-16%	-11%&-10%	-5%&-12%	10%&-6%	-5%&-9%	15%&22%	-27%&1%
CCC1(CC)C(=O)C2=C3C1[C@H](C(=O)OC)C=C(C(=O)OC)C[C@H]3n1c(=O)n(-c3ccccc3)c(=O)n1[C@H]2C (stereo not given in full)
    -11%	·	-11%&-17%	·	4%	1%&-4%	-28%	19%&0%	·
COc1ccc(C2/C=C\CNCC(=O)N2Cc2ccc(F)cc2)cc1 (stereo not given)
    -5%&-5%	6%[59 µM]	-23%&-14%	-10%	1%&1%	7%&6%	-10%	15%&-5%	?
O=C(N/N=C/c1ccc(OC2CSC2)cc1)c1ccc(CN2CCOCC2)cc1
    4%	18%	-4%	-3%	-9%	10%	-2%	23%	-1%
CN1C(=S)SC(/[N+]([O-])=C\c2ccco2)C1(C)C (stereo not given)
    0%	5%[59 µM]	-19%	-22%	-1%	-14%	-13%	-4%	11%
CCc1cccc(Nc2cc(C)nc3nc(C)nn23)c1
    -9%	?	-1%	-5%	-17%	14%	-8%	32%[activator]	3%
c1ccc(Cn2ncc3ccccc32)cc1
    9%	15%[12.7 µM]	16%	9%	-8%	-9%	4%	-2%	36%
O=S(=O)(c1ccccc1)[C@@]1(c2ccc(Br)cc2)C[C@@H]2ON=C(c3ccccc3)[C@@H]2C1
    -10%	17%[2.33 µM]	-15%	2%	·	-5%	-19%	17%	·
C/C(=N/NS(=O)(=O)c1cccc([N+](=O)[O-])c1)c1c[nH]c2ccccc12
    6%	25µM*	-24%	50µM*	-4%	-1%	-1%	86%[activator]	11%
CCN(CC)CCCNC(=O)C(C)n1nc(C)n2c(cc3occc32)c1=O (stereo not given)
    ·	-7%[59 µM]	-1%	6%	2%	2%	-1%	22%	-3%
CC(=O)N(Cc1ccc(F)cc1)c1cccc(C)c1C
    ?	39%	-1%	-13%	-5%	-3%	-22%	57%[activator]	-10%
COc1cc(C(=O)OCc2cc3ccccc3[nH]c2=O)cc(OC)c1OC
    -6%	0%[59 µM]	-13%	-1%	-18%	-4%	?	22%	-30%
O=C(CNC(=O)c1nc[nH]c1C(=O)NCc1ccccc1)OCc1ccccc1
    25%	13%	-28%	-3%	-8%	-5%	1%	-10%	-1%
CN1C(=O)c2ccccc2C(C(=O)NCC2CCCO2)C1c1c[nH]c2ccccc12 (stereo not given)
    3%	9%[59 µM]	7%	-32%	1%	-5%	-15%	9%	21%
CCC(=O)NNc1nc2c(Cl)cccc2s1
    -14%	-3%	-16%	-16%	-2%	-3%	-21%	36%[activator]	-1%

Quoted at random: 3 entries already listed
Results follow in this order: APE1 inh	G9a inh	JMJD2A Tudor	BAZ2B block	BLM helicase inh	Pol kappa inh	POLH inh	Pol iota inh	Pol beta inh
C/C(=N/NS(=O)(=O)c1cccc([N+](=O)[O-])c1)c1c[nH]c2ccccc12
    6%	25µM*	-24%	50µM*	-4%	-1%	-1%	86%[activator]	11%
O=C(CNC(=O)c1nc[nH]c1C(=O)NCc1ccccc1)OCc1ccccc1
    25%	13%	-28%	-3%	-8%	-5%	1%	-10%	-1%
O=S(=O)(c1ccccc1)[C@@]1(c2ccc(Br)cc2)C[C@@H]2ON=C(c3ccccc3)[C@@H]2C1
    -10%	17%[2.33 µM]	-15%	2%	·	-5%	-19%	17%	·

Following part
Results follow in this order: APE1 inh	G9a inh	JMJD2A Tudor	BAZ2B block	BLM helicase inh	Pol kappa inh	POLH inh	Pol iota inh	Pol beta inh
Cc1noc(NC(=O)c2c(-c3c(Cl)cccc3Cl)noc2C)c1[N+](=O)[O-]
    4%	-30%	-24%	-20%	-5%	-9%	5%	117%[activator]	-2%
CCCCc1nnc(NC(=O)C2CC(=O)N(Cc3ccccc3)C2)s1 (stereo not given)
    5%	-23%	-19%	-26%	-14%	-4%	-2%	-6%	-19%
Nc1cccc(-c2nc3ccccc3s2)c1
    -1%	10%	15%	-5%	-2%	-2%	-10%	?	-10%
Cc1ccc(OCC(=O)NCC2CCCO2)c(C)c1 (stereo not given)
    0%	4%	2%	-16%	-4%	-2%	-14%	167%[activator]	-15%
Cc1ccc(Cn2ncc3c(NCCN(C)C)ncnc32)cc1
    17%	50µM*	-22%	-4%	1%	-4%	-8%	-16%	-4%
Cc1nc(NC(=S)NC(=O)c2ccccc2)sc1C(=O)N(C)C
    0%	?	-3%	-6%	0%	-5%	-9%	-7%	16%
COC(=O)c1ccc(NC(=S)N2CCN(CCO)CC2)cc1
    -5%	·	-11%	12%	1%	-5%	4%	-11%	26%
COc1ccc(C2N3CC4(C)CN2CC(c2ccccc2)(C3)C4=O)cc1 (stereo not given)
    ·	2%[59 µM]	?	-12%	2%	2%	-15%	-4%	18%
CC(C)n1ncc2c(C(=O)Nc3ccc(S(N)(=O)=O)cc3)cc(C3CC3)nc21
    -11%	?	-16%	29%	·	-21%	-8%	-15%	·
Cc1ccc(CCNC(=O)C2CCN(S(=O)(=O)c3ccc4c(c3)CCC(=O)N4)CC2)cc1
    11%	-9%	-10%	9%	-3%	-4%	-18%	1%	-1%
Cc1ccc([C@H]2Nc3ccc(S(=O)(=O)Nc4cccc(Cl)c4C)cc3[C@H]3C=CC[C@H]32)cc1
    ·	14µM*	?	?	-14%	-13%	8%	4%	-1%
CCC1CCCCN1C(=O)Cn1c(=O)n(CCCCCC(=O)NCc2ccccc2Cl)c(=O)c2sccc21 (stereo not given)
    ·	-4%[59 µM]	-18%	-2%	-3%	-19%	-2%	-14%	-26%
CCOc1ccccc1NS(=O)(=O)c1cn(C)nc1C
    3%	-36%	-2%[11.4 µM]	-9%	1%	-3%	-16%	89µM*	-9%
Cc1ccc(OCCSc2nc3ccccc3n2CC(=O)N2CCOCC2)c(C)c1
    ·	-39%[59 µM]	-20%	?	0%	-15%	-11%	4%	-4%
CCOC(=O)c1cnc2cc(-c3ccc(C(C)(C)C)cc3)nn2c1N
    -1%	50%	-10%	-6%	-1%	-12%	6%	-6%	41%
O=C(c1cccc(Cl)c1)N(Cc1cccc(F)c1)C1CCS(=O)(=O)C1 (stereo not given)
    ·	-4%[59 µM]	-5%	-9%	-1%	-19%	-7%	-3%	-10%
O=C1CCN(C(=O)c2ccccc2)C2CCCCC12 (stereo not given)
    -3%	-4%[59 µM]	-15%	-3%	-2%	6%	-7%	0%	-8%
O=C(CCc1nnc2ccc(NCc3ccco3)nn12)N1CCN(c2ccc(F)cc2)CC1
    -14%	-11%	-34%	-12%[57.1 µM]	-5%	-21%	7%	?	?
CCCCOc1cccc(C(=O)Nc2sc3c(c2C(=O)OCC)CCCC3)c1
    ·	23%[59 µM]	11%	19%	-3%	15%	-19%	3%	1%
CCOc1ccc2[nH]c(=O)c(CN(Cc3cccs3)C(CC)c3nnnn3C(C)(C)CC)cc2c1 (stereo not given)
    0%	20%[59 µM]	-27%[11.4 µM]	-1%	-10%	-6%	-24%	9%	1%
Nc1ccc(C(=O)Nc2cccc(N)c2)cc1
    13%	0%[12.7 µM]	-10%	-19%	-2%	-4%	-18%	11%	36%[activator]
